# Screening data as filed in PubChem BioAssay.
# PAFAH1B3 inh = inhibitors of human PAFAH1B3; inhibition, % at 3.39 µM; recombinant PAFAH1B3, FP-rhodamine probe, fluorescence polarization; AID 492972; 0.28% of 340,000 active; Q15102;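 active = inhibition above the screen-wide average of all tested compounds plus 3 SD, cut at about 25% in these data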;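 also: 0% = enzyme with DMSO only and 100% = wells lacking PAFAH1B3 protein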
# Target sequence (Q15102 whole entry, looked up): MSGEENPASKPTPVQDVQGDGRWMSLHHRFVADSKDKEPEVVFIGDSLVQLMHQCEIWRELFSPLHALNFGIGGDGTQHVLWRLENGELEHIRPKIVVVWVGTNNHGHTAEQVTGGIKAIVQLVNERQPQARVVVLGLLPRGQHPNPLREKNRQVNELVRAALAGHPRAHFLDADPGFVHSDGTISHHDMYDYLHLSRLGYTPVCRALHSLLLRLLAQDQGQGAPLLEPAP
# PAFAH1B2 inh = blocks human PAF acetylhydrolase 1b catalytic subunit 2. recombinant PAFAH1B2, FP-rhodamine activity probe, fluorescence polarization. inhibition, % at 3.39 µM. 1.2% of 340,000 active;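 active = inhibition above the mean of all tested compounds plus 3 SD, cut at about 24% in these data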;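 also: 0% = enzyme with DMSO and 100% = wells lacking PAFAH1B2; many of its hits are not listed in these tables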
# Target sequence (P68402 whole entry, looked up): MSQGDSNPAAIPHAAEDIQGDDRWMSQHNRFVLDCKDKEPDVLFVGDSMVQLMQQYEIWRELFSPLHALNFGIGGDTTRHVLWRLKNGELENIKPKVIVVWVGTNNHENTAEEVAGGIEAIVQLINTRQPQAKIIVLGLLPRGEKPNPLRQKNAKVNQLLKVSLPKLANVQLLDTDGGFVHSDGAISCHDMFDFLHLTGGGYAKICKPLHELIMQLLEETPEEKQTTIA
# * marks the source's active call; other numbers are inactive results. Not all compounds are listed; the hit share may differ from the screen's.
# Fields: PAFAH1B3 inh, PAFAH1B2 inh
CN(C(=O)c1ccc(NC(=O)Cc2cccc(NC(=O)C3CCCN(C(=O)c4ccccc4)C3)c2)cc1)C1CC1 (stereo not given)
 : -1, 3
O=C(CCNC(=O)c1ccc([N+](=O)[O-])cc1)NC1CCCc2ccccc21 (stereo not given)
 : 6, 3
c1ccc(CC(Cc2ccccc2)c2ccccn2)cc1
 : 3, 2
COCCN(C(=O)c1ccc(N(C)S(=O)(=O)c2ccc(C)cc2)cc1)c1c(N)n(CC(C)C)c(=O)[nH]c1=O
 : -1, 6
Cc1ccc2c(Cl)c(C(=O)NC3CC3)sc2c1
 : 1, 3
CC(=O)N1CCN(C(=O)c2cccc(S(=O)(=O)Nc3c(C)n(C)n(-c4ccccc4)c3=O)c2)CC1
 : -7, 7
Cc1c(NS(=O)(=O)c2cc(C(=O)NC(C)c3ccccc3)ccc2Cl)c(=O)n(-c2ccccc2)n1C (stereo not given)
 : -5, 6
CCOC(=O)/C=c1/s/c(=C/c2ccc3cc(OC)ccc3c2)c(=O)n1CC(=O)NCC1CCCO1 (stereo not given)
 : -3, -3
O=c1c2ccccc2cnn1-c1nc2ccccc2[nH]1
 : 14, 2
CCOC(=O)C1=C(O)/C(=C/c2ccc(-c3ccccc3C(=O)O)o2)SC1=Nc1ccc(OC)cc1
 : 4, 8
O=C1OCc2ccc([N+](=O)[O-])cc21
 : 12, 1
CCOC(=O)N1C(=O)NC(=O)C1c1ccc(Cl)cc1 (stereo not given)
 : 5, 3
COc1cc2c(cc1NC(=O)COC(=O)Cn1cnc3ccccc31)oc1ccccc12
 : -4, 3
CCCCC(=O)N(CCC)CCC
 : 3, 7
CCn1c(SCc2cccc(F)c2)nnc1-c1ccncc1
 : 2, 9
CNC(=O)NC(=O)CSc1nc(-c2cccs2)c(C#N)c(=O)[nH]1
 : 3, 0
CC(OC(=O)C1=COCCO1)C(=O)Nc1ncc(Cl)cc1Cl (stereo not given)
 : -6, 47*
COc1ccc(S(=O)(=O)N2CCC(C(=O)NCC(=O)Nc3c(C)cccc3C)CC2)cc1OC
 : 0, -1
CC(=O)Nc1ccc2c(c1)Cc1cc(N3C(=O)C=CC3=O)ccc1-2
 : -12, -6
O=C(CN1CCN(Cc2ccc3c(c2)OCO3)CC1)Nc1ccc2c(c1)OCCO2
 : 5, 3
CC1CCCN(S(=O)(=O)c2cc(C(=O)NCCc3ccc(S(N)(=O)=O)cc3)ccc2Cl)C1 (stereo not given)
 : 5, -1
CNC1(C(N)=O)CCN(Cc2ccccc2)CC1
 : 5, 2
CC(=O)Nc1cc(NC(C)=O)cc(C(=O)NCC2(N3CCOCC3)CCCCC2)c1
 : 0, 10
CS(=O)(=O)N(CC(=O)NCc1ccncc1)Cc1ccc(Cl)cc1
 : 7, -1
CCCCC(=O)c1ccc(OC(=O)c2ccc([N+](=O)[O-])cc2)cc1
 : -5, 0
O=C(CSc1n[nH]c(=O)n1C1CC1)Nc1ccc(F)c([N+](=O)[O-])c1
 : 3, 3
CCCc1cc(=O)[nH]c2nnc(SCC(=O)Nc3nnc(CC)s3)n12
 : 9, 10
COc1ccc(CCNC(=O)COc2ccc(N(C)S(=O)(=O)c3ccc(Cl)cc3)cc2)cc1
 : 10, 23
O=C1CC(=O)N2CCSC2=N1
 : 15, 3
O=S(=O)(c1ccc(Cl)c(Cl)c1)N1CCc2nc3ccccc3n2CC1
 : 7, 7

# The closing 3 records of the section above come first, to join the parts:
# Fields: PAFAH1B3 inh, PAFAH1B2 inh
COc1ccc(CCNC(=O)COc2ccc(N(C)S(=O)(=O)c3ccc(Cl)cc3)cc2)cc1
 : 10, 23
O=C1CC(=O)N2CCSC2=N1
 : 15, 3
O=S(=O)(c1ccc(Cl)c(Cl)c1)N1CCc2nc3ccccc3n2CC1
 : 7, 7
O=C(O)C(O)c1ccco1 (stereo not given)
 : 7, 3
CC(C)(O)CN(C(=O)c1ccccc1)C1CCCCC1
 : 8, 13
CC1CC(=O)C(C(C2=C(O)CC(C)CC2=O)c2ccccc2)=C(O)C1 (stereo not given)
 : 4, -1
O=C(OCc1nnc(-c2ccccc2)o1)C1CCN(C(=O)c2ccc(Cl)cc2)CC1
 : 8, 3
COc1ccccc1NS(=O)(=O)c1cc(C(=O)N2CCCC2)ccc1F
 : 2, 1
NS(=O)(=O)c1ccc(NC(=O)CN2CCN(S(=O)(=O)c3cccs3)CC2)cc1
 : 12, -4
CC(=NNC(=S)Nc1cccc(Cl)c1)c1ccccn1
 : 5, 5
CCOC(=O)c1[nH]c(=S)n(Cc2ccccc2)c1C(=O)OCC
 : 1, 2
O=CNc1c(Cl)cc2c(c1Cl)Cc1cc([N+](=O)[O-])ccc1-2
 : 10, 3
Cc1nn(Cc2ccc(C(=O)N3CCCC3)o2)c(C)c1[N+](=O)[O-]
 : 6, 0
O=C1C(Cl)=C(Oc2ccccc2)C(=O)c2ccccc21
 : 37*, 34*
O=C(O)C(=Cc1cc2c(cc1[N+](=O)[O-])OCO2)c1cc2c(cc1Br)OCO2
 : 3, 4
Cc1cc(N2CCCC2)ccc1NC(=O)COc1ccccc1
 : -2, -7
COCC1CCN(C(=O)C2CCC(=O)N(C3CCCCCC3)C2)CC1 (stereo not given)
 : -1, 2
C=CCOC(=O)c1ccccc1C(=O)OCC1CO1 (stereo not given)
 : 2, 2
O=[N+]([O-])c1ccc(Nc2c3ccccc3nc3ccccc23)cc1
 : 9, 11
CCOC(=O)c1c(C)oc2c1c(C=NCc1ccccn1)c(O)c1ccccc12
 : 56*, 13
CCC1([N+](=O)[O-])COC(c2ccc(C)cc2)OC1 (stereo not given)
 : 9, 0
O=C(CCc1nnc(Cc2ccc3c(c2)OCO3)o1)NCc1nc2ccccc2s1
 : -6, 2
O=C(NNc1ccccc1)c1ccc(Cl)c(Cl)c1
 : 7, 3
O=C(N/N=C\c1ccncc1)c1ccc(Br)s1
 : 7, 3
O=C(COC(=O)c1n[nH]c(=O)c2ccccc12)Nc1ccccc1
 : 3, -5
CSc1ccccc1NC(=O)COC(=O)CCCOc1ccc(C)cc1
 : -5, 3
COc1cc2c(oc(=O)c3cc(C)cc(OC)c32)c2c(C3OC(C)C(O)C(C)(O)C3O)ccc(O)c12 (stereo not given)
 : 10, -1
COc1ccc(CCN2CC(C(=O)N(C)CCc3cn[nH]c3)CCC2=O)cc1 (stereo not given)
 : 1, -1
CN(C(=O)c1cccc(NC(=O)Cc2cccc(NC(=O)C3CCCN(C(=O)CCc4ccccc4)C3)c2)c1)C1CCC1 (stereo not given)
 : -1, 1
CNS(=O)(=O)c1ccc(CNC[C@H]2O[C@@H](n3cnc(C(N)=O)n3)[C@H](O)[C@@H]2O)cc1
 : 5, 3
COc1cccc(CN(C)S(=O)(=O)c2ccc3c(c2)OCCO3)c1
 : 1, 2
CN(CCc1ccccc1)C(=O)c1ccc(NC(=O)Cc2cccc(NC(=O)C3CCN(C(=O)C4CC4)CC3)c2)cc1
 : -2, -5
CCCCn1c(SCC(=O)c2c(N)n(C3CC3)c(=O)[nH]c2=O)nc2cc(S(N)(=O)=O)ccc21
 : 5, 3
O=C(Cc1cccc(NC(=O)C2CCN(C(=O)c3ccccc3)CC2)c1)Nc1cccc(C(=O)N2CCCCC2)c1
 : 8, 5
O=C1CCN(Cc2ccco2)C(=S)N1
 : 4, -1
CCOc1ccc(NC(=O)CNC(=O)Cc2ccccc2)cc1
 : 1, 5
O=c1c(Cl)c(Cl)cnn1-c1ccccc1
 : -120, 0
Cc1ccc(C(=O)CCC(=O)OCC(=O)N2c3ccccc3NC(=O)C2(C)C)cc1
 : -2, 1
CCOC(=O)CCCCC1C(CCCC(=O)OCC)C=NN1C (stereo not given)
 : 10, 4
Cc1c(NC(=O)CSc2nnc(C(C)N(C)C)n2-c2ccccc2)c(=O)n(-c2ccccc2)n1C (stereo not given)
 : 2, 0
O=C(c1cc2cc(F)ccc2[nH]1)N1CCc2ccccc21
 : 6, 2
CCOC(=O)c1cnc2ccc(Br)cc2c1NCC(C)O (stereo not given)
 : 6, 5
CC1CC(=Cc2ccc(N)cc2)C(=O)O1 (stereo not given)
 : 7, 1
O=C(Nc1ccccc1)c1cc2ccccc2s1
 : 9, -1
COc1cccc(CNCc2cccc(OC)c2O)c1O
 : 4, 0
O=c1[nH]c2ccc(NCc3ccc(OCc4ccccc4Cl)cc3)cc2[nH]1
 : -2, -3
COc1cccc(/C=N/NC(=O)CC(C)O)c1OC/C=C/c1ccccc1 (stereo not given)
 : 0, 0
O=C(Cn1cnc2ccc(Cl)cc2c1=O)NC1CCS(=O)(=O)C1 (stereo not given)
 : -1, -3
CC(C)C[C@H]1CNC(=S)N1CC1CCN(CCCC2CCCC2)CC1
 : 7, 5
CCOC(=O)/C=c1/s/c(=C/c2ccc3cc(OC)ccc3c2)c(=O)n1CC(=O)NCc1ccc2c(c1)OCO2
 : 5, 5
CCOc1ccc(/C=N/NC(=O)C2CC2)c(OCC)c1
 : 9, -2
Cc1ccccc1/C=N/n1c(COc2ccccc2)n[nH]c1=S
 : 7, 3
COc1ccc(NS(=O)(=O)c2cc(NC(=O)CCc3ccccc3)ccc2N2CCOCC2)cc1
 : 6, 5
C=CCN(c1ccccc1OC)S(=O)(=O)c1cccc(C(=O)NCC(c2ccc(OC)cc2)N2CCCC2)c1 (stereo not given)
 : 8, 1
CCCCC1SC(N)=NC1=O (stereo not given)
 : 5, 4
CC1CCc2nc3ccc(S(=O)(=O)N4CCC(C(=O)NC5CCCC5)CC4)cc3c(C(=O)O)c2C1 (stereo not given)
 : 5, 6
O=c1[nH]c(/C=C/c2ccccc2F)nc2ccccc12
 : -1, -2
O=C(O)c1ccc(NN=Cc2cc(=O)[nH]c(=O)[nH]2)cc1
 : 0, 3
CCN(N=O)c1ccc(C=C2C=Cc3ccccc32)cc1
 : 9, 0
NC(=O)c1ccc(NC(=O)CNc2cc(S(=O)(=O)N3CCOCC3)ccc2N2CCCC2)cc1
 : 19, -1
COc1ccc(OC)c(NP2(=O)OCC(C)([N+](=O)[O-])CO2)c1 (stereo not given)
 : 4, 5
O=C(NCCCc1ccccc1)c1cccc(NC(=O)C2CCC2)c1
 : 6, 10
Cc1ccc(NS(=O)(=O)c2cc(C(=O)NCc3ccncc3)ccc2C)cc1
 : -5, 1

# Of the compounds above, 3 contain bromine.
# Fields: PAFAH1B3 inh, PAFAH1B2 inh
O=C(O)C(=Cc1cc2c(cc1[N+](=O)[O-])OCO2)c1cc2c(cc1Br)OCO2
 : 3, 4
O=C(N/N=C\c1ccncc1)c1ccc(Br)s1
 : 7, 3
CCOC(=O)c1cnc2ccc(Br)cc2c1NCC(C)O (stereo not given)
 : 6, 5

# (further entries)
# Fields: PAFAH1B3 inh, PAFAH1B2 inh
CCN1C[C@@H]2[C@@H]3C(=O)N(C)C(=O)[C@@H]3[C@](C)(C1=O)N2C(=O)c1ccccc1
 : 10, 1
COc1ccc(C2=Cc3ccc(OC(C)=O)cc3OC2)cc1
 : 4, 4
Cc1oc2c(c(C)cc3oc(=O)c(CC(=O)N[C@H](C(=O)O)C(C)C)c(C)c32)c1C
 : 2, 2
CN1C[C@H]2CON(C)[C@H]2C[C@H]1c1cccc(-c2ccc(C#N)cc2)c1
 : 6, 3
COC1=CC(=O)C=C(OC)C1(O)CC(C)=O
 : 11, -2
COc1cccc(CN(C)C(=O)c2ccccc2Sc2ccccc2C#N)c1OC
 : 0, 3
COC(=O)C1(Cc2ccc3c(c2)CCC3)Cc2ccc3c(c2C1=O)CCC3 (stereo not given)
 : 13, 1
O=C(OCc1ccccc1)N1CCC2CC1c1cc(Cl)ccc12 (stereo not given)
 : -2, 4
O=C(CSc1ncnc2c1nnn2Cc1ccccc1F)N1CCN(c2ccccc2)CC1
 : 6, 4
COc1cccc(CN2CC(C(=O)NCCc3ccc(C)o3)CCC2=O)c1 (stereo not given)
 : -6, -2
Cn1nc(C(=O)NNC(=O)c2ccccc2Br)c2ccccc2c1=O
 : 1, 0
CCCCSc1nc2c([nH]1)c(=O)n(C)c(=S)n2C
 : 3, 3
CC(=O)Nc1ccc(S(=O)(=O)N[C@@H](C)C(=O)OCC(=O)Nc2ccc3c(c2)OCCO3)cc1
 : 5, 4
COC1=CC(=O)OC(c2ccc(OC)cc2)C1 (stereo not given)
 : 7, 2
Cc1cc(Cl)ccc1NC(=O)CCC(=O)N/N=C/c1cccnc1
 : -2, 0
Cc1ccc(/C=N/NC(=O)c2ccc(-n3cccc3)cc2)o1
 : 2, 3
CC(C)(C)OC(=O)N(CCc1ccccc1)Cc1cccc(OCc2cccc(NC(=O)C3CCCC3)c2)c1
 : -5, -3
N#CCCN(C(=S)Nc1ccc(S(=O)(=O)N2CCOCC2)cc1)c1ccccc1F
 : 2, -4
CCN(Cc1cccs1)C(=O)CN1CCN(S(=O)(=O)c2ccc3c(c2)OCCCO3)CC1
 : 5, 4
Cc1ccc(S(=O)(=O)N2CCC(C(=O)N3CCc4ccccc43)CC2)cc1C
 : 12, 5
O=C(O)C(=O)Nc1ccc(NC(=O)C(c2ccccc2)c2ccccc2)cc1
 : 11, 11
CSc1ccc(OCC(=O)Nc2ccc(N3CCOCC3)c(Cl)c2)cc1
 : 2, 2
CCC(C)c1ccc(OCC(=O)Nc2ccc(CN3CCOCC3)cc2)cc1 (stereo not given)
 : 5, 5
O=C(O)c1ccc(C(=O)Nc2cccc3ccccc23)c(C(=O)O)c1
 : 19, 4
Cc1cc(=O)[nH]c2c(N=Nc3ccc(O)cc3)c(N)nn12
 : 8, 7
Cn1c(=O)c([N+](=O)[O-])c(Cl)c2ccccc21
 : -6, -3
CN(C)CCNc1ncnc2oc(-c3ccccc3)c(-c3ccccc3)c12
 : 4, 3
Nc1nc(-c2ccc([N+](=O)[O-])cc2)cc(=O)[nH]1
 : 13, 2
O=C(NCc1cccs1)[C@@H]1CCCN1S(=O)(=O)c1ccccc1F
 : 3, 2
CCOC(=O)N1CCc2cc(OC)c(OC)c3c2c1cc1cc(OC)c(OC)cc13
 : 12, 8
COc1ccc(N2CCN(CC(O)COC(c3ccc(F)cc3)c3ccc(F)cc3)CC2)cc1 (stereo not given)
 : 6, 7
COc1ccc(CCNC(=O)C2CCN(S(=O)(=O)c3ccc(C)cc3)CC2)cc1OC
 : 1, 12
